Assay outcomes: PubChem BioAssay, several laboratories
V-ATPase pHluor – yeast V-ATPase proton transport regulation by pHLuorin. S. cerevisiae, pHLuorin cytosolic pH fluorescence. response, % at 10 µM. 350,000 compounds, 0.37% hits. AID 504577; in the data active = response mostly above about 7.3%, no sharp cut-off; inactive = mostly below about 5.4%; also: actives read high; inactives centre near 0; some compounds called inactive have numbers as strong as hits
CAL PDZ FP-1 – CAL PDZ (human) peptide binding inhibition; 300,000 compounds, 0.92% hits; AID 602252; Q9HD26; inhibition, % at 24.9 µM; purified CAL PDZ, TMR-peptide fluorescence polarization, 1 h;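 active = mean inhibition of at least 30% with at least half of replicates also reaching 30%; inconclusive = no clear call, values can overlap the other calls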;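 also: 0% = DMSO neutral control and 100% = excess unlabeled competitor peptide PRC23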
dFosB act – enhances mouse delta FosB homodimer DNA binding; 340,000 compounds, 0.99% hits; activation, % at 25 µM; P13346; purified delta FosB, TAMRA-CDK5 oligo fluorescence polarization; percent of positive-control signal above neutral wells; AID 493131;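 active = mean activation above about 17%, with every replicate also reaching it, limit read from the data, passing the limit was not always enough; inconclusive = only one of the two conditions met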;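 also: fluorescence polarization rise as delta FosB binds a TAMRA Cdk5 AP-1 oligo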
Target sequence (P13346 whole entry, looked up): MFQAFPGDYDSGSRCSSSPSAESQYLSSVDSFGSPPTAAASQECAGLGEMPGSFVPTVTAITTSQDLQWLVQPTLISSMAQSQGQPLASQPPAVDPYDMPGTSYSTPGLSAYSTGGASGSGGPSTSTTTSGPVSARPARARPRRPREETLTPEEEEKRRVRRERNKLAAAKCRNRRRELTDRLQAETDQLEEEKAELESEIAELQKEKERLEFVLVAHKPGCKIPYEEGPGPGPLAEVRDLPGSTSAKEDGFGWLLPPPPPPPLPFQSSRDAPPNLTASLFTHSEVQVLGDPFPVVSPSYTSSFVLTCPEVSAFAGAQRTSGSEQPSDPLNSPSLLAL
CAL PDZ FP-2 – human CAL PDZ-peptide interaction inhibition. Q9HD26. purified CAL PDZ, TMR-peptide fluorescence polarization, 1 h. inhibition, % at 20 µM. 330,000 compounds, 0.02% hits. AID 504414;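 active = highest replicate inhibition of at least 40%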;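 also: plate controls were DMSO neutral control wells for no effect and unlabeled competitor peptide control wells for full effect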
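Test system: tagged CAL PDZ domain / Buffer or medium: sodium phosphate/NaCl buffer pH 7.4 with TCEP, IgG, Thesit / Reagent: TMR-labelled reporter peptide T*-PRC34 bound in PDZ groove / Compound dosing: single point, 20 µM / Schedule: 1 h incubation at room temperature before polarization reading / Technique: fluorescence polarization (mP) / Benchmarks: unlabelled peptide, DMSO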
Wnt bcat act – activators of Wnt/beta-catenin signaling; Wnt/beta-catenin reporter cell assay, activator, plate reader; activation, % at 9.35 µM; 300,000 compounds, 1.2% hits; in the data active = activation above about 30%, passing the limit was not always enough; inconclusive = no clear call, values can overlap the other calls;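 also: 0% = neutral control wells and 100% = positive control wells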
CDK5 inh – inhibitors of human CDK5/p35 kinase; Q00535+Q15078; Recombinant CDK5/p35, ADP-Glo luminescence, 60 min; inhibition, % at 10 µM; 330,000 compounds, 0.01% hits; AID 488839;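 active = highest replicate inhibition of at least 50% and at least 75% of replicates reaching 50%; inconclusive = only one of the two criteria met; inactive = both criteria failed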;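 also: plate controls were DMSO neutral control for no effect and GW8510 at 10 µM for full effect; many of its hits are not listed in these tables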
Tat export inh – E. coli Tat transport inhibition; E. coli MC4100 TorA-mCherry Tat export, fluorescence; inhibition, % at 10 µM; 340,000 compounds, 0.036% hits; AID 488895;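 active = mean replicate inhibition at least 50% and at least half of replicates individually reaching 50%; inconclusive = only one of the two criteria met; inactive = neither criterion met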;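 also: exported cargo escapes ClpAP degradation while cytoplasmic cargo is degraded and loses fluorescence; 0% = median of neutral control wells and 100% = median of NaSCN control wells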
Rtt109 HAT inh – blocks Candida albicans Rtt109/Vps75 acetyltransferase activity; purified Rtt109/Vps75, ThioGlo CoA-SH fluorescence, 4 h; inhibition, % at 34.9 µM; Q5AAJ8; 330,000 compounds, 0.16% hits;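 active = inhibition of at least 50% in every replicate; inconclusive = best replicate reaches 50% inhibition but some replicates fall short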
Target sequence (Q5AAJ8 whole entry, looked up): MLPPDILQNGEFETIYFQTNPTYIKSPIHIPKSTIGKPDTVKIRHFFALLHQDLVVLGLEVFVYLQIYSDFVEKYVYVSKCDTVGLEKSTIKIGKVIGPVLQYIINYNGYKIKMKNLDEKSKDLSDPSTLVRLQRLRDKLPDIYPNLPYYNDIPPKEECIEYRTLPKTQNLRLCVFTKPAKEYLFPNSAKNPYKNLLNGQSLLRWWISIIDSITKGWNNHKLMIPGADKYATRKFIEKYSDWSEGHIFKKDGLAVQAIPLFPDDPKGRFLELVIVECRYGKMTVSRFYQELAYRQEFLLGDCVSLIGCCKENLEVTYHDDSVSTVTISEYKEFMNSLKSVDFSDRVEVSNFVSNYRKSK
cardiac RTF act – cardiac RTF calcium sensitization; P19429+P45379; IANBD-labeled TnC RTF fluorescence at EC20 calcium; 0% EC20 calcium, 100% full calcium; activation, % at 7.2 µM; 340,000 compounds, 0.24% hits; AID 493008;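 active = activation above the mean over all tested compounds plus 3 SD, cut at about 30% in these data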;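 also: rise in fluorescence read as greater calcium sensitivity of cardiac thin filaments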
MITF TRPM1 HTS – activators of MITF-driven TRPM1 promoter activity in SK-MEL-5 cells; activation, % at 12.5 µM; 300,000 compounds, 0.75% hits; SK-MEL-5 TRPM1-promoter luciferase, 24 h; % of positive control, neutral wells = 0; AID 588334;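 active = mean activation of at least 80% with every replicate also reaching 80%; inconclusive = mean reaches 80% but some replicate falls short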;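 also: 0% = neutral control wells and 100% = parthenolide positive control wells; values of inactives mirror those of a sister screen read the other way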
* hit, by the source's call; ? = inconclusive; nt = no result given; & = joins results of further samples.

SMILES	V-ATPase pHluor	CAL PDZ FP-1	dFosB act	CAL PDZ FP-2	Wnt bcat act	CDK5 inh	Tat export inh	Rtt109 HAT inh	cardiac RTF act	MITF TRPM1 HTS
COc1ccc(/C=N/Nc2nc(Nc3ccccc3)nc(N3CCCCC3)n2)cc1OC	0	0	4	-2.4	14	-0.5	-3	-3	7	nt
Cc1ccc(C(C)C)c(OCC(=O)NCC(c2cccs2)N2CCOCC2)c1 (stereo not given)	-4	-2	-6	-1.5	-22	2.0	16	4	-11	-9
CC1=C(C(=O)Nc2ccccn2)C(c2ccc(Cl)cc2Cl)NC(=S)N1 (stereo not given)	-1	-3	-8	-2.2	nt	0.7	9	1	1	-7
O=C(CSCc1cnn(-c2ccccc2)c1-n1cccc1)NCc1ccc2c(c1)OCO2	0	1	-18	1.4	nt	1.1	-3	12	1	-4
Cc1cccc(C(C)C)c1NC(=O)CN1C(=O)NC(Cc2ccccc2)C1=O (stereo not given)	1	-3	-9	-1.7	2	1.3	0	-4	1	-1
O=C(Nc1nc(-c2cccs2)cs1)c1cccc(S(=O)(=O)N2CCCCCC2)c1	4	-3	3	nt	nt	0.3	2	6	8	14
Cc1ccc(NC(=O)CNCCCN2CCOCC2)cc1S(=O)(=O)N1CCCCC1	-2	2	7	-2.2	0	1.0	-3	-1	2	10
CC(C)C(=O)Nc1ccc(C(=O)N/N=C/C2CC3C=CC2C3)cc1 (stereo not given)	-4	-1	-11	-1.7	-3	0.6	16	13	-2	-7
Cc1ccc2ccc(C(Nc3ccccn3)c3ccccc3)c(O)c2n1 (stereo not given)	-2	0	2	0.3	-3	0.1	-3	1	-1	nt
COc1ccc(S(=O)(=O)N2CCOCC2)cc1NC(=O)c1ccc2c(c1)OCO2	-1	nt	-9	-1.8	0	0.7	?	15	1	-3
O=C1CN(C(=O)c2ccccc2F)c2ccccc2N1	-1	-1	-2	-1.0	-4	0.9	1	-2	9	3
O=C(C=Cc1ccco1)N1CCOCC1	-1	nt	4	-0.8	-1	-0.6	-2	15	-6	8
CCNC(=O)NC(=O)C(C)OC(=O)CCCSc1nc2ccccc2s1 (stereo not given)	-3	-3	-8	-1.8	nt	1.5	-2	-4	1	-31
Nc1nonc1-n1nnc(C(=O)N/N=C/c2ccco2)c1CSc1ccccc1	8	-4	6	-1.9	-3	-1.6	17	19	1	0
CCC(C)Sc1cccc(-c2nc3cc(C)ccn3c2NCc2ccccc2)c1 (stereo not given)	3	2	0	-1.0	21&-1	1.4	1	-10	-2	31
Cc1ccc(Cn2ccsc2=NC(=O)COC(=O)c2ccc(O)cc2O)cc1	-3	0	-9	-3.7	6	0.2	-9	1	-3	41
OCc1nc2ccccc2n1CCCOc1ccc(Br)cc1	4	5	-7	-1.0	nt	0.3	5	-8	7	53
COC(=O)c1cccc(NC(=O)c2ccc3c(c2)C(=O)N(Cc2cccnc2)C3=O)c1C	4	2	-9	-2.5	-1	1.8	-5	-2	-3	-4
COc1ccc(/C=C/C(=O)OCC(=O)Nc2c(C)cccc2C)cc1	1	1	25*	-1.9	0	1.5	1	13	-4	6
CC(C)Cn1c(N)c(C(=O)COC(=O)c2cnccn2)c(=O)n(C)c1=O	3	-1	-9	-2.6	-6	1.2	0	17	-3	-8

With a hit mark in dFosB act, of those listed so far:
structure | V-ATPase pHluor | CAL PDZ FP-1 | dFosB act | CAL PDZ FP-2 | Wnt bcat act | CDK5 inh | Tat export inh | Rtt109 HAT inh | MITF TRPM1 HTS
COc1ccc(/C=C/C(=O)OCC(=O)Nc2c(C)cccc2C)cc1 | 1 | 1 | 25* | -1.9 | 0 | 1.5 | 1 | 13 | 6

More compounds
SMILES	V-ATPase pHluor	CAL PDZ FP-1	dFosB act	CAL PDZ FP-2	Wnt bcat act	CDK5 inh	Tat export inh	Rtt109 HAT inh	cardiac RTF act	MITF TRPM1 HTS
COc1ccc(CC(=O)Nc2ccc(S(=O)(=O)N(C)C3CCN(C)CC3)cc2)cc1	3	-2	-11	-0.4	-2	-2.1	-10	-8	-1	-3
COc1ccc([N+](=O)[O-])cc1NS(=O)(=O)c1ccc(C(=O)N2CCCC2)cc1	-2	nt	3	0.5	3	0.9	0	2	7	-11
CCCN(CCC)S(=O)(=O)c1nc2nc(C)cc(C)n2n1	-4	-2	-4	-1.1	0	0.1	3	-21	2	3
COC(=O)c1cc(Sc2c(Cl)cccc2Cl)ccn1	2	10	-9	-0.2	-1	-0.3	4	nt	1	-9
O=C(O)C1Cc2ccccc2-c2ccccc2C1	0	-6	-6	-3.8	-1	-3.3	-13	-25	-1	3
COc1ccc(C(C)=O)cc1COC(=O)CCNS(=O)(=O)c1ccc(C)c(C)c1	0	-2	-10	-2.3	0	0.1	9	0	0	-3
CCOC(=O)c1ccccc1NC(=O)CSc1nnc(COc2ccccc2C)n1C	0	0	-16	-1.0	-7	-2.2	8	-1	-2	0
CC(=O)C1(O)C(C)CC2C3CC(F)C4(O)CC(O)CCC4(C)C3CCC21C (stereo not given)	-2	-2	-8	-0.2	-7	-0.6	3	6	-4	14
COc1cccc(-c2nc(-c3ccc(C(=O)O)cc3)no2)c1	1	-11	3	-0.5	22	0.9	-4	5	-4	6
CCN1CCCC1CN=Cc1c(O)n(-c2ccccc2)c(=O)c2ccccc12 (stereo not given)	2	-2	2	-0.8	-3	-0.1	-3	1	6	-1
CCc1nnc(NC2=NCCC2)s1	1	1	0	0.5	nt	4.5	-8	-19	-2	13
CC(C)(Oc1ccc(Cl)cc1)C(=O)NC1CCSC1=O (stereo not given)	2	nt	0	-1.0	-2	0.5	0	-9	0	18
C[N+]1(CC2COC3(CCCCC3)O2)CCCC1 (stereo not given)	-2	0	2	-2.2	0	-2.2	1	-3	2	-3
CCOC(=O)C1CCN(Cc2cc(C(C)(C)C)c(O)c(C(C)(C)C)c2)CC1	-5	nt	-7	-0.3	-1	-7.6	-1	2	5	-5
CC1(C)C(=O)OC(c2c(F)c(F)c(F)c(F)c2F)C2(CCCCC2)C1=O (stereo not given)	8	nt	4	-0.5	nt	-0.8	-7	-4	-3	4
CCc1ccc(-c2cc(C)no2)cc1S(=O)(=O)N1CCCN(Cc2ccc(F)cc2)C1	1	0	-11	-1.6	9	nt	-11	0	0	-40
O=C(NCc1cccs1)c1noc2c1CCCCC2	-6	nt	4	-2.3	nt	-0.5	-4	-1	-1	78
O=C1CC(N2CCC(O)(c3ccc(Br)cc3)CC2)C(=O)N1c1ccc(Cl)cc1 (stereo not given)	4	0	0	-0.3	0	-3.1	-4	-1	-4	10
COc1cc(Br)c(C(=O)c2nccc3cc(OC)c(OC)cc23)cc1OC	3	-3	-14	71*	7	0.6	-8	0	-1	-12
CN(C(=O)CN1C(=O)/C(=C/c2ccc(F)cc2)SC1=S)C1CCS(=O)(=O)C1 (stereo not given)	-3	0	0	-1.7	0	nt	-10	21	-3	13
CC(=O)Nc1cc2c(cc1NC(=O)Cn1nc(-c3ccc4c(c3)OCCO4)ccc1=O)OCCO2	4	nt	-4	-0.6	-1	-0.2	-8	1	-6	nt
NC(=O)c1c(NC(=O)c2cccs2)sc2c1CCCCCC2	3	-8	?	0.1	nt	-1.7	-9	-2	13	118*
COC(=O)c1cn(Cc2ccc(C(F)(F)F)cc2)cc(F)c1=O	2	-2	0	0.2	-1	-0.2	-4	7	1	-4
Cc1ccc2nc(-c3ccccc3)c(CN3CCOCC3)n2c1	0	-3	0	-3.3	1	-1.8	-1	2	-6	-4
Cc1csc(Sc2nc3c(c(=O)[nH]c(=O)n3C)n2Cc2ccccc2Cl)n1	0	-1	-6	0.1	nt	-0.6	2	-7	2	nt
O=C(CSc1nnc(COc2ccccc2)n1Cc1ccco1)Nc1ccc2c(c1)OCCO2	0	3	0	-1.1	17	0.1	5	-1	10	-15
O=c1[nH]c(/C=C/c2ccccn2)nc2ccccc12	4	2	-32	1.0	17	2.0	-4	-5	-1	50
COc1ccccc1N(C)S(=O)(=O)c1ccc(C(=O)OCC(=O)NCc2cccs2)cc1	-1	0	-3	-2.3	-3	-6.6	6	2	9	1
CC(C)CC(=O)Nc1ccc2c(c1)OCO2	1	-7	-9	-1.7	-1	-1.0	-4	-5	6	20
CN(C)/C=C1\N=C(c2ccccc2)OC1=O	-5	5	-3	-2.4	9	-0.6	-4	23	-6	24
N/C(CN1CCCC1=O)=N\OC(=O)c1ccccc1Cl	3	-7	4	nt	15	-1.4	3	-7	7	nt
CN(C1CCCCC1)S(=O)(=O)c1ccc(-n2cnnn2)cc1	0	0	-1	-1.1	nt	-0.2	-3	-4	0	nt
Cc1cccc(C)c1NC(=O)C1(NC(=O)Cn2cccc([N+](=O)[O-])c2=O)CCCCC1	2	-1	3	0.9	-2	1.7	-2	11	11	-13
CC(C)N(Cc1nc(-c2ccccc2)no1)S(=O)(=O)c1ccccc1	8	nt	-8	-1.3	3	1.5	8	8	4	nt
Cc1c(C(=O)NC2CC(=O)N(c3ccc4c(c3)OCCO4)C2)cccc1[N+](=O)[O-] (stereo not given)	-7	nt	3	-0.2	-3	0.2	7	-7	0	10
CCCCc1ccc(-c2csc(/C(C#N)=C/c3ccc(C)o3)n2)cc1	5	-6	-11	0.2	0	0.1	-1	0	-3	6
Cc1ccc(C(=O)NCCN2C3=NC[C@H](C)N3C[C@H]2Cc2ccc(O)cc2)cc1Br	-1	11	3	-3.0	-5	-3.0	0	-8	0	2
COc1ccc(/C=N/NC(=O)c2ccccc2OC)cc1COc1ccc(C)cc1	-4	-2	0	-1.8	0	-0.6	3	22	-3	-27
COc1ccc(-c2nc(N)n(C(=O)c3cccs3)n2)cc1	7	0	-16	0.0	1	0.0	-6	13	3	-21
NC(=O)C1CCN(c2ccc([N+](=O)[O-])cc2Cl)CC1	4	-3	0	-0.3	-1	0.2	9	1	3	13
CN1CCN(S(=O)(=O)c2cccc(C(=O)Nc3sc4c(c3-c3nc5ccccc5[nH]3)CCCC4)c2)CC1	-2	-1	?	1.1	-5	1.0	4	-7	5	9
CCCCNC(=O)NCc1cnn(C)c1C	-5	2	-4	-1.5	2	1.1	-2	-13	-3	0
CC(C)NC[C@@H](O)COc1cccc2ccccc12	-4	-5	11	-1.4	1	-0.9	8	2	0	-7
CCOc1cc(C2C3=C(CC(C)(C)CC3=O)N(CCCOC)C3=C2C(=O)CC(C)(C)C3)ccc1OC	2	-7	-11	-0.8	-1	1.2	-6	1	-5	1
CC(=O)c1ccc(NC(=O)c2ccc3snnc3c2)cc1	3	0	0	-1.7	14	0.2	-6	-9	-4	85*
Oc1ccc(-c2nc3ccc4ccccc4c3c3c2CCC3)cc1O	-6	1	3	-0.1	13	-1.4	8	0	0	38
COc1nc(N2CCCC2)nc(-n2nnc(C(C)=O)c2C)n1	-4	6	2	-2.0	-1	-1.2	2	3	8	-7

This is a random part of the collection; about 4.1% have a hit in one of these screens.
